# Screens (PubChem BioAssay)
# SENP8 block-1 = SENP8 protease inhibition; Q96LD8; purified SENP8, Z-RLRGG-aminoluciferin cleavage, luminescence; inhibition, % at 10 µM; 1.2% of 330,000 active; AID 2540; in the data active = inhibition above about 50%
# Target sequence (Q96LD8 whole entry, looked up): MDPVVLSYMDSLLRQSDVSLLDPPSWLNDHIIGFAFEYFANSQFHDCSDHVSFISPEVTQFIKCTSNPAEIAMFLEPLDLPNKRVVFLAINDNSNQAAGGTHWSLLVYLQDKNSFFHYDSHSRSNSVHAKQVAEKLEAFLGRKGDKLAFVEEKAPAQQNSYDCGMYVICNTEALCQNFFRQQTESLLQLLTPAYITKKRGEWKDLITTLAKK
# A3G deaminase = APOBEC3G (human) deaminase inhibition; recombinant A3G, ssDNA deamination FAM/TAMRA fluorescence; inhibition, % at 20 µM; 0.28% of 330,000 active;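 active = inhibition of at least 40% at 20 µM, with no more than 30% in the related APOBEC3A deaminase screen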;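 note: plate controls were DMSO wells with A3G for no effect and wells lacking A3G enzyme for full effect; some compounds called inactive have numbers as strong as hits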
# SENP6 inh = SENP6 protease inhibition; Q9GZR1; Recombinant SENP6 catalytic domain, aminoluciferin luminescence; inhibition, % at 10 µM; 1.8% of 330,000 active;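 active = inhibition above about 50% at the single tested dose, limit read from the data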;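 note: plate controls were DMSO wells with enzyme for no effect and DMSO wells lacking enzyme for full effect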
# Target sequence (Q9GZR1 628-1112 limits assumed): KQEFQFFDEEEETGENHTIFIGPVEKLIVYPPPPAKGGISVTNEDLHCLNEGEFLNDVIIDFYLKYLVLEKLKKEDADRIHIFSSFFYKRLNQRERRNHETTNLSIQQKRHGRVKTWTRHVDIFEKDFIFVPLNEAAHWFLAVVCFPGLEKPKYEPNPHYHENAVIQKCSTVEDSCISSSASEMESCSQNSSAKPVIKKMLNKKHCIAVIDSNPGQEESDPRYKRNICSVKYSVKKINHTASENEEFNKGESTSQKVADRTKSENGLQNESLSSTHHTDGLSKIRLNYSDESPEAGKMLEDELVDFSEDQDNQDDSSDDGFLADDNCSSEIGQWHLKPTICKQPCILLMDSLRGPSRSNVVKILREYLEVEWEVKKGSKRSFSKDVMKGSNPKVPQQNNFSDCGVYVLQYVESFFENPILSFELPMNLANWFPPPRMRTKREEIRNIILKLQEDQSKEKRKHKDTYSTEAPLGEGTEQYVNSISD
# SENP1 inh = blocks the human SENP1 SUMO protease catalytic domain; recombinant SENP1 catalytic domain, CyPet-SUMO1-YPet FRET cleavage; inhibition, % at 10 µM; 0.21% of 360,000 active;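 active = inhibition at least 30% at 10 µM, raw YFP signal under a set limit, fluorescence ratio 0.5 to 1.5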;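 note: 0% = enzyme with DMSO and 100% = no enzyme wells; some results filed as inactive read as strong as hits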
#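 Test system: recombinant human SENP1 catalytic domain, His6-tagged / Medium: pH 8 Tris buffer with EDTA, NaCl, BME, BSA, NP40, catalase / Also added: SUMO1 FRET substrate flanked by Cypet and Ypet, 25 nM / Times: 50 min reaction at room temperature / Signal: FRET, CFP and YFP emission / Control set: no-enzyme low control and enzyme-plus-DMSO high control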
# Apaf-1 inh = inhibitors of human Apaf-1 apoptosome | AID 489030 | 0.71% of 330,000 active | reconstituted apoptosome caspase-3 activity, DEVD-Rh110 fluorescence | inhibition, % at 20 µM; active = inhibition of at least 40% at 20 µM;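 note: plate controls were DMSO wells for no effect and DEVD-CHO caspase inhibitor wells for full effect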
#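 Material: cell-free apoptosome with Apaf-1, procaspase-3 and caspase-9; Buffer or medium: Hepes pH 7.5 with detergent and BSA; Reagent: cytochrome c trigger plus (Z-DEVD)2-Rh110 caspase-3 substrate; Times: compound with Apaf-1, dATP, procaspase-3 30 min, then 50 min reaction, room temperature; Technique: Rh110 fluorescence intensity.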
# SENP7 block = SENP7 protease inhibition; Q9BQF6; recombinant SENP7, Z-RLRGG-aminoluciferin luminescence, 40 min; inhibition, % at 5 µM; 1.5% of 330,000 active; AID 434973;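 active = inhibition above about 50% at the single test dose, limit read from the data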;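 note: plate controls were DMSO with enzyme for no effect and no enzyme buffer wells for full effect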
# Target sequence (Q9BQF6 706-1050 limits assumed): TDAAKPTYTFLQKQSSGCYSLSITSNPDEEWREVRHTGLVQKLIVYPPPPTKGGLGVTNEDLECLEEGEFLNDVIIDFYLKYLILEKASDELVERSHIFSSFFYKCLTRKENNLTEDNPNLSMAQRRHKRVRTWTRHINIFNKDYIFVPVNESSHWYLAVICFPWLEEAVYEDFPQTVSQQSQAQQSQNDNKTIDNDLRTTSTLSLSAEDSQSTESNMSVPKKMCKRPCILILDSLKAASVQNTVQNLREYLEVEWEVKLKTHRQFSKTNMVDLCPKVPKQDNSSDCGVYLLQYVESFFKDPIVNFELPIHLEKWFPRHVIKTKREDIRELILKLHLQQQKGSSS
# UBC13 inh = inhibitors of human UBC13 polyubiquitin chain formation | TR-FRET | 0.47% of 330,000 active | P61088 | inhibition, % at 20 µM; in the data active = inhibition above about 45%, passing the limit was not always enough
# SENP8 block-2 = SENP8 (human) protease inhibition; Q96LD8; recombinant SENP8, Nedd8 substrate fluorescence; inhibition, % at 20 µM; 0.64% of 360,000 active; AID 602440; in the data active = inhibition mostly above about 40%, no sharp cut-off; inactive = mostly below about 27%
# Active calls of the source: *; · = not tested or not shown.
# Order of results – SENP8 block-1, SENP1 inh, SENP6 inh, A3G deaminase, UBC13 inh, SENP8 block-2, SENP7 block, Apaf-1 inh
[1] Cc1ccc(-c2nnnn2CS(=O)(=O)c2ccccc2)cc1
    0, -1, 13, -1, -4, 14, 2, 10
[2] CC1CN(CC(=O)NCc2ccc(Cl)cc2)CC(C)O1 (stereo unspecified)
    -1, 1, 5, -8, 2, 12, 0, -16
[3] CCC(=O)N1CCN=C1SCc1c(F)cccc1Cl
    2, 1, 3, -5, 2, 11, 4, -17
[4] COc1ccc(OCCOCC(O)CN2CCOCC2)cc1 (stereo unspecified)
    3, -1, -22, -5, -3, 22, 3, -5
[5] O=C(c1ccc(Cl)cc1)c1ccccc1C(=O)N1CCOCC1
    4, -3, -19, -6, -3, 18, 6, -8
[6] CN1CCN(c2nc(-c3ccccc3)nc(-c3ccc(F)cc3)c2C#N)CC1
    -2, 0, 3, -10, 18, 8, 0, 14
[7] CCOC(=O)CC(=O)NC1(Cc2ccc(O)cc2)CCCCC1
    2, 1, 7, -6, 0, -156, 6, 3
[8] COc1ccc(N(C(=O)C2CCCCC2)S(=O)(=O)c2cccc3cccnc23)cc1
    -9, -18, -9, -6, 0, -40, -3, 17
[9] O=C(c1ccccc1)c1ccc(C(=O)N2CCCC(C(F)(F)F)C2)cc1 (stereo unspecified)
    16, 1, 2, 3, 6, 9, 1, 10
[10] COc1cc(/C=N/NC(=O)C2CCN(CC(O)COCc3ccccc3)CC2)ccc1O (stereo unspecified)
    -4, -4, -9, -9, -28, -49, -6, -15
[11] O=C(NCCN1CCN(C(=O)c2ccc(F)cc2)CC1)C(=O)NCc1ccccc1
    3, 1, -17, -8, 4, 26, 1, 9
[12] Cc1cc(NC(=O)NCc2ccccc2)c(=O)n(Cc2ccc(F)cc2)c1
    2, -1, 14, -15, 12, -329, -1, 3
[13] COc1cccc2c(=O)n(CC(=O)N3CCN(c4ccccc4)CC3)ccc12
    -1, 1, -8, -9, -4, -38, 1, -1
[14] CCOc1ccc(S(=O)(=O)N2CCCC(C(=O)N3CCN(c4ccccc4)CC3)C2)cc1 (stereo unspecified)
    8, 3, -3, -4, 1, 4, -4, 28
[15] O=C(NNS(=O)(=O)c1ccc2ccccc2c1)c1cccs1
    -8, 1, -28, -3, -3, 7, -13, 4
[16] C[C@H](NC(=O)c1ccccc1Cl)C(=O)OCCOc1ccc(Cl)cc1
    -4, 4, -34, 2, -13, 20, -6, -3
[17] c1ccc(C2=Nc3ccccc3SC2c2nc3ccccc3[nH]2)cc1 (stereo unspecified)
    27, ·, 52*, -8, 14, ·, 54*, -15
[18] CCCS(=O)(=O)N1CCCC(C(=O)NCCCN(C)Cc2ccccc2)C1 (stereo unspecified)
    -19, 2, -18, -7, 0, 22, -9, 10
[19] CC(=O)Nc1ccc(S(=O)(=O)N2CCC(C(=O)O)CC2)cc1
    -9, -1, 4, -6, 3, 14, 2, -3
[20] O=[N+]([O-])c1ccc(S(=O)(=O)N/N=C/c2ccsc2)cc1
    7, -1, 15, -4, -18, 17, 2, 0

# 10 of these compounds in another layout.
7. CCOC(=O)CC(=O)NC1(Cc2ccc(O)cc2)CCCCC1
8. COc1ccc(N(C(=O)C2CCCCC2)S(=O)(=O)c2cccc3cccnc23)cc1
9. O=C(c1ccccc1)c1ccc(C(=O)N2CCCC(C(F)(F)F)C2)cc1 (stereo unspecified)
10. COc1cc(/C=N/NC(=O)C2CCN(CC(O)COCc3ccccc3)CC2)ccc1O (stereo unspecified)
11. O=C(NCCN1CCN(C(=O)c2ccc(F)cc2)CC1)C(=O)NCc1ccccc1
12. Cc1cc(NC(=O)NCc2ccccc2)c(=O)n(Cc2ccc(F)cc2)c1
13. COc1cccc2c(=O)n(CC(=O)N3CCN(c4ccccc4)CC3)ccc12
14. CCOc1ccc(S(=O)(=O)N2CCCC(C(=O)N3CCN(c4ccccc4)CC3)C2)cc1 (stereo unspecified)
15. O=C(NNS(=O)(=O)c1ccc2ccccc2c1)c1cccs1
16. C[C@H](NC(=O)c1ccccc1Cl)C(=O)OCCOc1ccc(Cl)cc1
screen / no.,7,8,9,10,11,12,13,14,15,16
SENP8 block-1,2,-9,16,-4,3,2,-1,8,-8,-4
SENP1 inh,1,-18,1,-4,1,-1,1,3,1,4
SENP6 inh,7,-9,2,-9,-17,14,-8,-3,-28,-34
A3G deaminase,-6,-6,3,-9,-8,-15,-9,-4,-3,2
UBC13 inh,0,0,6,-28,4,12,-4,1,-3,-13
SENP8 block-2,-156,-40,9,-49,26,-329,-38,4,7,20
SENP7 block,6,-3,1,-6,1,-1,1,-4,-13,-6
Apaf-1 inh,3,17,10,-15,9,3,-1,28,4,-3

# (next part)
# Order of results – SENP8 block-1, SENP1 inh, SENP6 inh, A3G deaminase, UBC13 inh, SENP8 block-2, SENP7 block, Apaf-1 inh
[21] COCCCN(Cc1ccco1)C(=O)Cn1ncc2c([nH]c3ccccc32)c1=O
    7, -6, 1, -5, -5, -4, -6, -1
[22] N#CCC(=O)Nc1ccc(C(=O)OCC(=O)NNC(=O)c2cccs2)cc1
    0, -22, -16, -4, -1, -17, 10, 8
[23] N#CCCn1c(SCC(=O)Nc2ccc(N3CCOCC3)cc2)nc2ccccc21
    5, 1, -7, -6, -3, 26, -3, 4
[24] CC(=O)N1CCN(C(=O)c2cccc(S(=O)(=O)N3CCN(c4ccc(F)cc4)CC3)c2)CC1
    13, -1, 1, -2, 6, 9, -5, 0
[25] CN(CC(=O)Nc1ccc(S(=O)(=O)N2CCOCC2)cc1)Cc1ccc(F)cc1
    -3, 3, 9, 0, 2, 4, 3, 8
[26] Oc1ccc(Cl)cc1/C=C/c1ccc2cccc(O)c2n1
    -9, 75, 30, -8, -38, -73, -9, 18
[27] O=C(CSc1cccc[n+]1[O-])NCC1CCCCC1
    -9, 0, -26, -4, -3, 15, 5, -5
[28] CN(C)CCCN(C(=O)c1ccco1)c1nc2cc3c(cc2s1)OCO3
    1, -1, -7, -3, 8, -13, 0, 1
[29] COc1ccccc1-c1nnc(SCC(=O)c2c(N)n(C3CC3)c(=O)[nH]c2=O)n1C
    -7, 2, -11, -6, -5, 7, 1, 2
[30] Cc1ccc(NCc2ccc(C)s2)cc1
    -19, ·, -15, -2, 3, ·, -17, 4
[31] COc1ccc(/C=C/C(=O)Nc2sc3c(c2C(=O)NCc2cccnc2)CCCC3)cc1
    -8, -8, 0, -9, -14, -80, -12, 15
[32] COc1ccc(Cn2c(=O)[nH]c3cc(C(=O)NCCCOC(C)C)ccc3c2=O)cc1
    6, -1, -15, -8, 12, -57, 9, 1
[33] COc1ccc(CCN(C)C(=O)CCCN2C(=O)c3cccc4cccc(c34)C2=O)cc1OC
    -7, -2, -16, -10, -8, -88, 14, 11
[34] O=C(NCCN1CCOCC1)c1ccncc1
    -3, 1, 11, -1, -1, 0, 4, 1
[35] CCOC(=O)c1c(-c2ccc(C)o2)csc1NC(=O)CSc1nnnn1-c1ccccc1
    3, 2, -5, -5, -7, -3, 4, -9
[36] CCOc1ccc(-n2nc3c(=O)n(CCN4CCCCC4)nc(C)c3c2C)cc1
    -7, 0, -4, -3, 11, -1, 2, -3
[37] COc1cccc(OC)c1OCCOc1ccccc1OC(C)C
    11, 2, -4, 15, -6, 25, 0, 14
[38] CC1Oc2ccccc2N(CC(=O)Nc2ccc(F)cc2)C1=O (stereo unspecified)
    -10, 1, -1, -6, 11, 18, -5, 5
[39] Cc1ccc(S(=O)(=O)N2CCN(C(=O)CC(C)n3cncn3)CC2)cc1C (stereo unspecified)
    -1, -1, -9, -5, 3, 13, 3, 0
[40] COCCNC(=O)c1ccc2c(c1)S(=O)(=O)c1ccccc1C2=O
    -10, 0, -22, -7, -7, 15, -3, 12

# Profiles, looked up by structure. Screens in order: SENP8 block-1 | SENP1 inh | SENP6 inh | A3G deaminase | UBC13 inh | SENP8 block-2 | SENP7 block | Apaf-1 inh
# N#CCC(=O)Nc1ccc(C(=O)OCC(=O)NNC(=O)c2cccs2)cc1 reads 0 | -22 | -16 | -4 | -1 | -17 | 10 | 8
# COc1ccc(CCN(C)C(=O)CCCN2C(=O)c3cccc4cccc(c34)C2=O)cc1OC reads -7 | -2 | -16 | -10 | -8 | -88 | 14 | 11

# Next entries.
# Order of results – SENP8 block-1, SENP1 inh, SENP6 inh, A3G deaminase, UBC13 inh, SENP8 block-2, SENP7 block, Apaf-1 inh
[41] CCC(O)C(C)(C)C (stereo unspecified)
    9, 2, 8, -10, 4, 16, 3, -7
[42] Cc1ccc(C(=O)Nc2nnc(C3=COCCO3)o2)cc1C
    -10, -1, 8, -4, -1, 5, 1, -3
[43] COc1ccc(OCCCC(=O)Nc2cccc(C(C)=O)c2)cc1
    -10, 1, -11, -7, 0, -2, -6, 7
[44] CCOC(=O)c1c(NCC2CCCO2)c2ccccc2[nH]c1=O (stereo unspecified)
    -9, 1, -8, 0, -8, 4, -1, 3
[45] Cc1ccc(CNC(=O)CCc2nnc3ccc(N4CCC5(CC4)OCCO5)nn23)cc1
    -6, -3, 6, -4, -10, -9, 2, -3
[46] COc1ccc(NC(=S)N2CCCC(c3nc4ccc(C)cc4[nH]3)C2)cc1 (stereo unspecified)
    2, 2, -33, -4, -2, -4, -7, 14
[47] COC(=O)C1=C(C)Nc2ncnn2C1c1ccc(C)o1 (stereo unspecified)
    2, 0, -9, 1, -3, 12, -6, -3
[48] CCCC(=O)Nc1nnc(S(=O)(=O)N(C)Cc2ccco2)s1
    6, -8, 18, -7, -3, -27, 4, -1
[49] Cc1cccc(S(=O)(=O)c2c(N)n(/N=C/c3cccnc3)c3nc4ccccc4nc23)c1
    -2, -3, -26, 0, -15, -271, -10, 24
[50] Cc1ccc(CNC(=O)C(N=C2NS(=O)(=O)c3ccccc32)C(C)C)cc1 (stereo unspecified)
    6, 0, -2, 5, 0, 3, 6, 9
[51] O=C(CSc1ccccn1)Nc1ccc(NC(=O)CSc2ccccn2)cc1
    3, 0, 4, -3, 5, 4, 3, -11
[52] Cc1ccccc1CN1CCNC(=O)C1CC(=O)O (stereo unspecified)
    6, -4, 2, -3, -2, 4, 6, 5
[53] O=C(CCNC(=O)N1CCn2c1nc1ccccc12)NCc1ccc(F)cc1
    5, 2, 0, -3, 0, 13, 0, 2
[54] CCC(=O)N1CCc2cc(S(=O)(=O)N3CCN(c4cc(C)ccc4C)CC3)ccc21
    1, 1, -10, 19, -8, 10, 10, -1
[55] Cc1cccc(NC(=O)N(C)Cc2cccs2)c1
    -3, 2, -4, -3, 1, 18, -5, 7
[56] O=C(NC(c1ccccc1)c1ccccc1)c1ccc(CO)cc1
    1, 0, -18, 0, 3, 14, 3, -29
[57] CCOC(=O)c1cc(=O)c2c([N+](=O)[O-])ccc(OC)c2o1
    7, 2, 9, -3, -1, 15, -1, 0
[58] COC(=O)C(NC(=O)CNS(=O)(=O)c1ccc(Br)cc1)c1ccccc1 (stereo unspecified)
    0, 4, -13, -7, 4, 0, 1, 1
[59] COC(=O)c1cnc(N2CCCN(S(=O)(=O)c3ccc(C(F)(F)F)cc3)CC2)nc1C(F)(F)F
    -2, 0, -36, -10, 11, -117, 2, 1
[60] O=c1cc(O)c2sc3nc4c(c(C(F)(F)F)c3c2[nH]1)CCCCC4
    6, -3, -5, -4, 1, -322, 2, -1

# Next part
# Order of results – SENP8 block-1, SENP1 inh, SENP6 inh, A3G deaminase, UBC13 inh, SENP8 block-2, SENP7 block, Apaf-1 inh
[61] CC(=O)NC1c2ccccc2C(=O)N1Cc1ccccc1 (stereo unspecified)
    2, 0, -11, -5, -1, 26, -5, 2
[62] Nn1c(SCc2ccccc2)nc2ccccc21
    38, 2, 50, -7, 11, 16, 43, -1
[63] c1ccc2c(NCCCN3CCOCC3)c3ccccc3nc2c1
    -5, ·, -8, 12, -21, ·, -4, -63
[64] CC(OC(=O)c1cc(=O)[nH]c2ccccc12)C(=O)NC1CCCCC1C (stereo unspecified)
    -2, 4, -11, -7, -8, -316, -7, 9
[65] COc1ccc(C(=O)NNC(=O)CSc2nnc(-c3ccc(O)cc3)n2C)cc1
    0, 4, -14, 1, 2, 10, -4, 0
